Screening results from PubChem.
Cneo AK release – Cryptococcus neoformans cell lysis inducers, primary screen, AK release luminescence, single concentration; AID 651654, 2012; lysis activity, % at 15 µM; C. neoformans lysis, adenylate kinase release luminescence, 4 h; normalised: neutral wells 0, clomiphene wells 100; 360,000 compounds, 0.2% hits;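 active = mean lysis activity across replicates of at least 80%, whatever share of replicates individually reach that level; inactive = mean lysis activity below 80%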
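Test system: log-phase Cryptococcus neoformans yeast cells; Quantity: yeast cell density of 5 × 10^6 cells/mL; Buffer or medium: YPD; Doses: single compound concentration per well; Timing: 4 h at 37 °C static, read 1 h later; Measured by: AK luminescence; Read-out basis: lysis from increased AK signal; Control set: Clomiphene as positive control.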
PglD DTNB – C. jejuni PglD acetyltransferase inhibitors, primary screen, biochemical, DTNB colorimetric, single point; UDP-N-acetylbacillosamine N-acetyltransferase PglD (Campylobacter jejuni); purified PglD enzyme, DTNB colorimetric CoA detection; inhibition, % at 12.5 µM; 360,000 compounds, 0.098% hits; in the data active = inhibition above about 16%, passing the limit was not always enough; inconclusive = no clear call, values can overlap the other calls; also: strong numbers were not always called active
PGC1a acetyl inh – inhibitors of PGC1a acetylation signal, primary screen, cell-based, U2OS, AlphaScreen, inhibitor mode; inhibition, % at 15.6 µM; AlphaScreen anti-acetyl-lysine; with virally co-expressed GCN5 acetyltransferase; AID 651687, 2012; 350,000 compounds, 0.17% hits;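 active = every replicate shows inhibition of at least 40%; inconclusive = mean inhibition at least 40% but some replicate below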;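 also: 0% = neutral control wells and 100% = positive control wells; some results beyond the cut were filed as inactive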
RAD52 anneal inh – RAD52 DNA annealing inhibitors, primary screen, biochemical, FRET, single point, set 2. DNA repair protein RAD52 homolog (Homo sapiens), P43351. recombinant RAD52 DNA annealing, FRET fluorescence. inhibition, % at 18.7 µM. 360,000 compounds, 0.46% hits. AID 651710, 2012;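 active = every replicate showing at least 50% inhibition; inconclusive = mean inhibition at least 50% but not in every replicate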
Target sequence (P43351 whole entry, looked up): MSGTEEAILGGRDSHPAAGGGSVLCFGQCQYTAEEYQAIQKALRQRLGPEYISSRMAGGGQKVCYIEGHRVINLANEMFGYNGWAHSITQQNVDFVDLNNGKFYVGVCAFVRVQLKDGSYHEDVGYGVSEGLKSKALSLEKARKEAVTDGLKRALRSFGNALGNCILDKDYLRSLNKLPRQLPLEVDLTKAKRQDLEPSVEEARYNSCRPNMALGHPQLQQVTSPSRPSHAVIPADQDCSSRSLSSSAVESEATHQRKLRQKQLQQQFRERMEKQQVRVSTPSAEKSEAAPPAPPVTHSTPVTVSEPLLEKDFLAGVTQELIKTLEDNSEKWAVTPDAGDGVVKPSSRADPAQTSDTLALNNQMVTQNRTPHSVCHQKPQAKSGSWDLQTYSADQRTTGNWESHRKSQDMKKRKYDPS
miR122 inh – miR-122 Renilla sensor signal increase in Huh7, primary screen, miR-122 inhibitor project, cell-based, single point, plate reader; 340,000 compounds, 0.3% hits; activation (reporter increase), % at 12.5 µM; Huh7 miR-122 Renilla luciferase sensor, 48 h; neutral wells = 0, positive control = 100; AID 602342, 2012;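 active = mean replicate activation score at least 90 and every replicate individually at or above 90; inconclusive = only one of the two criteria met; inactive = neither criterion met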;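 also: higher luciferase means less miR-122 activity so hits act as miR-122 inhibitors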
ERAP1 HTS inh – human ERAP1 aminopeptidase inhibitors, primary screen, biochemical, single point, plate reader. 340,000 compounds, 0.15% hits. recombinant ERAP1, Leu-AMC fluorescence, 60 min. inhibition, % at 10.7 µM. AID 652197, 2013. Endoplasmic reticulum aminopeptidase 1 (Homo sapiens), Q9NZ08;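 active = mean replicate inhibition of at least 30%, or all replicates individually reaching that 30% level; inactive = mean below 30% and not every replicate reaching it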;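 also: 0% = neutral control wells and 100% = L-leucinethiol positive control wells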
RAD54 inh – inhibitors of human RAD54 branch migration, primary screen, biochemical, fluorescence, single point. DNA repair and recombination protein RAD54-like (Homo sapiens), Q92698. RAD54 Holliday junction branch migration, FAM/BHQ fluorescence. inhibition, % at 10.4 µM. 360,000 compounds, 0.14% hits. AID 602329, 2012;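 active = mean normalized replicate activity at least 40 and at least half of replicates scoring 40 or more; inconclusive = only one of the two criteria met; inactive = mean below 40 and under half of replicates reaching 40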;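 also: 0% = median of neutral control wells and 100% = median of positive control wells; inhibitors cause a drop in the FAM fluorescence signal; in these data hits start at about 50%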
E-selectin induc – E-selectin induction in HUVECs, primary screen, imaging, HUVEC, immunofluorescence imaging, single point | P16581 | normalized: neutral wells 0, TNF-alpha wells 100 | activation, % at 7.58 µM | 260,000 compounds, 0.37% hits;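 active = mean E-selectin-positive cell signal at least 10% of the positive control, reached in at least 60% of replicates, without over 20% cell loss; inconclusive = no rule given, readout overlaps actives, possibly toxicity-flagged; inactive = the rest, including those meeting only one limit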;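 also: in these data hits start at about 27%; measured in HUVEC primary endothelial cells; signal is the percent of cells scored E-selectin positive by PE staining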
Target sequence (P16581 whole entry, looked up): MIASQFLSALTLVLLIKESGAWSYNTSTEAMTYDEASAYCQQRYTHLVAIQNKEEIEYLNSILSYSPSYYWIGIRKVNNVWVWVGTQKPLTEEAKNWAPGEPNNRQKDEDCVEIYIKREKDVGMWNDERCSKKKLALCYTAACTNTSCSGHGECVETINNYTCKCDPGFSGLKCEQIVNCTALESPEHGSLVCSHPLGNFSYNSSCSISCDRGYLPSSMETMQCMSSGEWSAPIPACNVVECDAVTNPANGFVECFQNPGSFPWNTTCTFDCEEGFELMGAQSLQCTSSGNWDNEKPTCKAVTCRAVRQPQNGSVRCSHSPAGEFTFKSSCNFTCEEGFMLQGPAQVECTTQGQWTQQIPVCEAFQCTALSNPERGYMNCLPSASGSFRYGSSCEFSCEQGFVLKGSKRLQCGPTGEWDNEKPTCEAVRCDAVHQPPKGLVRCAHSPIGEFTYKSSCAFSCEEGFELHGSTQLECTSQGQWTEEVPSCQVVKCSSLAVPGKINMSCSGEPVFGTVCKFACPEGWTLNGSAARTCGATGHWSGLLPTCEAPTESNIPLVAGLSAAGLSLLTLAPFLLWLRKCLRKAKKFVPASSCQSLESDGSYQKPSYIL
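System: HUVEC / Compound: single concentration / Signal: immunofluorescence imaging / Read-out: percent E-selectin-positive cells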
The depositor's hits bear a star; ? = inconclusive; . = not tested or not shown; [ ] = remark or other dose.

SMILES | Cneo AK release | PglD DTNB | PGC1a acetyl inh | RAD52 anneal inh | miR122 inh | ERAP1 HTS inh | RAD54 inh | E-selectin induc
C[C@@H]1CN([C@@H](C)CO)C(=O)c2cc(C#C[C@@H](C)O)cnc2O[C@H]1CN(C)Cc1ccccn1 | 48 | 1 | 1 | -3 | 5[16.7 µM] | 0 | 8 | 0.1
Cn1c(SCc2cccc3ccccc23)nnc1-c1ccco1 | 1 | 1 | 2 | . | -7 | . | -6 | .
CS(=O)(=O)N1[C@@H](C#N)[C@@H](c2ccc(-c3ccccc3F)cc2)[C@@H]1CO | -2 | -2 | -1 | -68 | . | 0 | -4 | 1.0
O=C(c1ccc(Br)o1)N(c1ccccn1)C1CCCCC1 | 9 | 1 | -19 | . | -6 | . | 3 | .
CSc1nnc(-c2ccc(O)cc2)n1C | 1 | -1 | 5 | . | -14 | . | 1 | .
Cc1cc(C(=O)COC(=O)c2ccc(NC(=O)CC#N)cc2)c(C)n1CCc1ccc(F)cc1 | -3 | 0 | . | -97 | . | -1 | -8 | .
COc1ccc(N(CC(=O)N2CCCC2)S(C)(=O)=O)cc1 | 1 | -5 | 27 | 0 | -3 | -8 | 1 | .
Cc1ccc(S(=O)(=O)N(C)c2ccc(OCC(=O)OCc3c(C)noc3C)cc2)cc1 | 0 | 3 | 7 | . | 3 | . | -3 | .
O=C(Nc1ccccc1)c1nc[nH]c1C(=O)N1CCc2ccccc2C1 | 7 | 5 | . | -14 | -5 | -3 | -2 | -0.1
CC(=O)Nc1ccc(NC(=O)CCC(=O)Oc2ccc(C)cc2)cc1 | 2 | -3 | 1 | -9 | 2 | -9 | -5 | -0.1
COCCN(CC(=O)Nc1ccccc1C(F)(F)F)C(=O)/C=C/c1cc(Cl)c2c(c1)OCO2 | 3 | 0 | -2 | -15 | -13 | -1 | 7 | .
C[C@H](CO)N1C[C@H](C)[C@H](CN(C)Cc2ccccc2)OCCCC[C@H](C)Oc2ccc(NC(=O)Nc3cccc4ccccc34)cc2C1=O | 0 | -1 | 0 | -16 | 4[16.7 µM] | -1 | 2 | .
COc1cc([C@@H]2c3cc4c(cc3[C@@H](O)[C@H]3COC(=O)[C@H]23)OCO4)cc(OC)c1O[Si](C)(C)C(C)(C)C | -2 | -5 | -6 | -11 | 45 | -2 | 3 | 0.0
CC(C)(C)OC(=O)N[C@@H](Cc1c[nH]c2ccccc12)c1nnc(SCC(N)=O)o1 | -1 | -1 | 1 | . | -16 | . | 7 | .
O=C(C[C@H]1CC[C@@H]2[C@H](COC[C@H](O)CN2S(=O)(=O)c2ccccc2)O1)Nc1ccccc1 | 3 | -1 | 4 | -5 | 1[16.7 µM] | -4 | 6 | 0.1
COc1ccc(C#Cc2cnc3c(c2)C(=O)N([C@H](C)CO)C[C@H](C)[C@@H](CN(C)C)O3)cc1 | 2 | -5 | -6 | 35 | 8[16.7 µM] | 0 | 6 | 0.1
CC1(C)Cc2c(sc(NC(=O)Cc3ccccc3)c2C#N)C(C)(C)N1 | 1 | . | -17 | -14 | 5 | 0 | -6 | 3.1
CO/N=C/c1ccc(N2CCCC2)c([N+](=O)[O-])c1 | . | . | -3 | -13 | . | -4 | . | 7.5
Cc1ccc(-c2c(C(=O)N/N=C/c3cccs3)nnn2-c2nonc2N)cc1 | 2 | 5 | -2 | . | 8 | . | -5 | .
CC1CCN(C(=O)c2ccc(CNS(=O)(=O)c3ccc(C(C)(C)C)cc3)cc2)CC1 | 1 | 1 | . | -6 | . | -2 | 3 | .

Reformatted with each value named: part of the list above
structure: CC(=O)Nc1ccc(NC(=O)CCC(=O)Oc2ccc(C)cc2)cc1
- Cneo AK release = 2
- PglD DTNB = -3
- PGC1a acetyl inh = 1
- RAD52 anneal inh = -9
- miR122 inh = 2
- ERAP1 HTS inh = -9
- RAD54 inh = -5
- E-selectin induc = -0.1

structure: COCCN(CC(=O)Nc1ccccc1C(F)(F)F)C(=O)/C=C/c1cc(Cl)c2c(c1)OCO2
- Cneo AK release = 3
- PglD DTNB = 0
- PGC1a acetyl inh = -2
- RAD52 anneal inh = -15
- miR122 inh = -13
- ERAP1 HTS inh = -1
- RAD54 inh = 7
- E-selectin induc = .

Next part:
SMILES | Cneo AK release | PglD DTNB | PGC1a acetyl inh | RAD52 anneal inh | miR122 inh | ERAP1 HTS inh | RAD54 inh | E-selectin induc
O=C(NC(Cc1ccccc1)C(=O)N1CCCCC1)c1ccccc1 (stereo not drawn) | -2 | -5 | -8 | 9 | 2 | -2 | -3 | -2.4
O=C(Nc1ccccc1Cl)OCc1cncs1 | 3 | -1 | 10 | -9 | -9 | -4 | 0 | 0.5
CN1CCN(S(=O)(=O)c2ccc(NC(=S)NC(=O)C3CCCC3)cc2)CC1 | 3 | 3 | -24 | -20 | 42 | 2 | 6 | 12
Cc1cccc(Nc2nc(N)nc(CN3CCN(C)CC3)n2)c1 | 0 | -2 | . | . | -6 | . | 2 | .
O=C1CCN(Cc2ccccc2)C=C1c1ccc2ccccc2c1 | -6 | 2 | . | -26 | . | -3 | -2 | -0.1
COc1ccc(F)cc1-c1cc(C(=O)NCc2cc(C(F)(F)F)cc(C(F)(F)F)c2)[nH]n1 | 1 | 1 | -9 | -2 | -3 | 4 | 8 | 2.6
CC(C)NC(=O)Nc1ccc2c(c1)CC(=O)N([C@@H](C)CO)C[C@H](C)[C@H](CN(C)Cc1ccc(Oc3ccccc3)cc1)O2 | -3 | -2 | -7 | -13 | 6[16.7 µM] | -1 | 11 | 16
NC1CCN(c2c(F)cc3c(=O)c(C(=O)O)cn(C4CC4)c3c2Cl)C1 (stereo not drawn) | 0 | 8 | 9 | -10 | -5 | -21 | ? | .
CCC(=O)N1C[C@@H](C)[C@@H](OC)CN(C)C(=O)c2cc(NC(=O)c3ccc(F)cc3)ccc2OC[C@H]1C | -1 | 2 | -6 | 14 | 10[16.7 µM] | 3 | 2 | 0.0
CC(=O)N1[C@@H](CO)[C@@H](c2ccccc2)C12CN(C(=O)Nc1ccccc1F)C2 | . | . | -6 | -4 | . | -4 | . | 0.0
CCC(C(=O)NC1CCCC1)N(C(=O)Cn1nnc(-c2ccc(C)o2)n1)c1cccc(OC)c1 (stereo not drawn) | -3 | 3 | . | -26 | 0 | 2 | -14 | .
CCOc1cc2[nH]c(=O)n(CCC(=O)NCCc3ccccc3)c(=O)c2cc1OCC | 1 | -2 | -5 | . | 0 | . | -1 | .
CCCCCCSc1nnc(N)s1 | -1 | 0 | 2 | -17 | -23 | . | -2 | .
O=C(CN(C1CCCCC1)S(=O)(=O)c1ccccc1)N1CCCC1 | 0 | -9 | . | -14 | . | 0 | -6 | .
Cc1noc(C)c1NC(=O)Nc1ccc2c(c1)C(=O)N([C@H](C)CO)C[C@H](C)[C@H](CN(C)C(=O)NC1CCCCC1)OCCCC[C@H](C)O2 | -4 | 0 | -14 | 4 | 2[16.7 µM] | 2 | -7 | 0.1
CCCn1c(SCC(=O)NC)nnc1C(C)C | -1 | 3 | -6 | . | -3 | . | 6 | .
C/C(=N/NC(=O)c1ccc(Cn2cccn2)o1)c1cccc(NC(=O)c2ccncc2)c1 | 0 | -6 | . | -13 | -2 | 1 | 4 | 0.0
Cc1noc(C)c1S(=O)(=O)Nc1ccc2c(c1)CC(=O)N([C@H](C)CO)C[C@@H](C)[C@@H](CN(C)Cc1ccc(Cl)c(Cl)c1)O2 | -8 | 0 | 7 | -15 | 1[16.7 µM] | 0 | 7 | 0.3
COc1ccc(CNC(=O)Cc2ccc(NC(=O)C3=C(C)OCCS3)cc2)cc1 | -4 | -2 | -14 | -4 | 43 | -1 | -1 | .
Cc1nn2c(-c3ccc(F)cc3)ccnc2c1Cl | -1 | -5 | . | -8 | 1 | 0 | -10 | 0.4
Cc1ccc(OCCCC(=O)NNC(=O)c2ccncc2)cc1 | 0 | 6 | . | -13 | . | -5 | 1 | 0.2
CCN(CC)CC(C(=O)N(CC)CC)P(=O)(c1ccccc1)c1ccccc1 (stereo not drawn) | 0 | -2 | 4 | . | -5 | . | -4 | .
O=S(=O)(c1ccc(Br)cc1)n1ccc2ccccc21 | 1 | -1 | ? | . | 0 | . | 0 | .
O=C(NCCOc1ccc2ccccc2c1)c1cncc(Br)c1 | 14 | 3 | -8 | -26 | -11 | -2 | -10 | 0.8
NC(=O)c1c(NC(=O)Cn2cnc([N+](=O)[O-])n2)sc2c1CCCC2 | 0 | -3 | 2 | -4 | -13 | 1 | 5 | -2.0
C[C@@H]1CN([C@H](C)CO)C(=O)c2cc(NC(=O)C3CCCCC3)ccc2O[C@@H](C)CCCCO[C@@H]1CN(C)C(=O)NC1CCCCC1 | 0 | 2 | 12 | -5 | 13[16.7 µM] | 3 | -7 | 0.4
Cc1ccc(C)c(NC(=O)CCC(=O)N2CCOc3ccccc32)c1 | 4 | 5 | 7 | -11 | 10 | 1 | 6 | 0.7
O=S(=O)(c1ccc(Cl)cc1)N1CCN2CCCC2C1 (stereo not drawn) | 3 | -4 | . | -42 | -1 | -1 | -9 | .
COc1ccc(C(=O)Nc2c(C)cc(C)cc2C)cc1OC | -2 | 4 | 11 | -9 | 5 | -1 | -4 | 0.0
CC(=O)N1C[C@@H]2[C@H](c3ccccc31)[C@@H](CO)N2S(=O)(=O)c1ccccc1 | -4 | 0 | -1 | . | 0[16.7 µM] | . | 14 | -0.7
CCNC(=O)C[C@@H]1C=C[C@@H](NC(=O)C2CCC2)[C@@H](CO)O1 | -5 | 3 | -12 | 1 | . | -2 | 6 | 0.0
CC1CCN(S(=O)(=O)N2CCCC(C(=O)NCc3ccccc3Cl)C2)CC1 (stereo not drawn) | -1 | -2 | -10 | -4 | 49 | -1 | 5 | .
COCC(=O)Nc1ccc2c(c1)C(=O)N(C)C[C@H](OC)[C@H](C)CN(Cc1ccncc1)[C@@H](C)CO2 | 3 | -2 | 5 | 6 | -16[16.7 µM] | -4 | -5 | 0.0
COc1ccc(S(=O)(=O)N(C)C[C@@H]2Oc3cc(C#CC4CCCCC4)ccc3S(=O)(=O)N([C@H](C)CO)C[C@@H]2C)cc1 | 42 | -3 | -9 | -1 | -7[16.7 µM] | -3 | 2 | 0.2
Cc1cc(C)c2oc(=O)cc(CN3CCCCC3)c2c1 | 2 | -3 | . | -5 | . | 1 | -13 | .
C[C@H]1CCCCO[C@H](CN(C)Cc2ccc3c(c2)OCO3)[C@@H](C)CN([C@@H](C)CO)C(=O)c2cc(NS(C)(=O)=O)ccc2O1 | 0 | 1 | 8 | 3 | 10[16.7 µM] | 0 | 3 | 0.1
CCOC(=O)C1=C(C)N(CCCC(=O)O)C(=O)NC1c1ccc([N+](=O)[O-])cc1 (stereo not drawn) | 2 | -2 | . | -25 | . | -4 | 0 | 0.1
CN(CC(=O)Nc1cccc(F)c1)C(=O)c1ccc(S(=O)(=O)N2CCCC2)cc1 | -2 | -2 | -1 | -8 | . | 0 | 7 | -0.8
